influenza NS1A = NS1A inhibition, H1N1 influenza, cell based functional assay (AID 504329); inhibition, % at 12.5 µM; hits with a dose series show IC50 in µM; 340,000 compounds, 0.3% hits; NS1A functional cell-based assay, percent inhibition; higher % means a stronger effect; in the data active = a potency from the dose series; inconclusive = inhibition above about 27% without an active follow-up result; also: strong numbers were not always called active
M. tuberculosis = growth inhibition of non-replicating M. tuberculosis (AID 488890) | inhibition, % at 25 µM; hits with a dose series show IC50 in µM | Mycobacterium tuberculosis non-replicating, growth inhibition; higher % means a stronger effect | 320,000 compounds, 0.39% hits; in the data active = a potency from the dose series; inconclusive = inhibition mostly from about 82% at the one dose, without a potency; inactive = the rest, 99 in 100 with inhibition below about 76%;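 also: plate controls were DMSO cells for no effect and high antibiotic wells for full effect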
PhoP GFP inhibition = Inhibition of PhoP regulon, Salmonella typhi GFP reporter cells, confirmation, 4 h (AID 1850) | Salmonella Typhi PhoP-promoter GFP reporter, fluorescence, 4 h; higher % means a stronger effect | 310,000 compounds, 0.33% hits | one-dose inhibition, % at 50 µM; IC50 in µM for titrated hits; in the data active = a potency from the dose series; inconclusive = inhibition mostly from about 25% at the one dose, without a potency; inactive = the rest, 99 in 100 with inhibition below about 19%;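 also: 0% = induced wells with vehicle and 100% = uninduced wells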
M. tuberculosis HTS = M. tuberculosis growth inhibition, HTS (AID 449762) | M. tuberculosis H37Rv growth inhibition, 7H9 media; higher % means a stronger effect | inhibition, % at 25 µM; hits with a dose series show IC50 in µM | 330,000 compounds, 0.59% hits; in the data active = a potency from the dose series; inconclusive = inhibition above about 70% without an active follow-up result;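 also: bacterial growth assessed after seven days of incubation; strong numbers were not always called active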
VEEV TC-83 Vero = inhibitors of VEEV TC-83 cytopathic effect, confirmation, Vero cells (AID 588727); Vero cells, VEEV TC-83 cytopathic effect inhibition; higher % means a stronger effect; 350,000 compounds, 0.13% hits; inhibition, % at 20 µM, or IC50 in µM where a hit was titrated; in the data active = a potency from the dose series; inconclusive = inhibition mostly from about 14% at the one dose, without a potency; inactive = the rest, 99 in 100 with inhibition below about 12%; also: strong numbers were not always called active
VEEV TC-83 Vero 10K pilot screen = second read-out of VEEV TC-83 Vero, no call of its own (marks repeat the call); inhibition, %; measured here: 10K pilot screen inhibition
* hit, by the source's call; i = inactive; ? = inconclusive; nt = no result given.

SMILES | influenza NS1A | M. tuberculosis | PhoP GFP inhibition | M. tuberculosis HTS | VEEV TC-83 Vero | others
S=c1[nH]nc(-c2cccnc2)n1/N=C/C=C/c1ccco1 | -12% | -32% | -4% | -7% | 2.3%
CC(C)(C)OC(=O)NCc1ccc(NC(=O)c2nc[nH]c2C(=O)N[C@@H](Cc2ccccc2)C(=O)OCc2ccccc2)cc1 | -19% | 5% | -17% | -7% | 9.4%
O=C(Nc1ccc(Cl)cc1C(=O)c1ccccc1)c1ccco1 | 15% | -1% | -2% | 14% | 2.1%
Cc1ccc(-n2c(O)c(C=NCCN(C)C)c(=O)[nH]c2=O)cc1 | 1% | 46% | -7% | 6% | i
COc1cccc(OCc2nnc(SCC(=O)OCc3ccccc3)o2)c1 | -1% | ? | 3% | 11% | 1.3%
Nc1ccc2c3c(cccc13)-c1ccccc1-2 | -60% | nt | nt | nt | 3.4%
CCCNC(=O)COc1coc(CN2CCN(c3ccccc3F)CC2)cc1=O | 12% | 2% | 6% | 4% | 1.4%
Cc1cc(Cl)ccc1NC(=S)NCc1cccs1 | -4% | 74% | 7% | -2% | 3.6%
CC1(C2CC2)NC(=O)N(CC(=O)Nc2cc(S(=O)(=O)N3CCCCC3)ccc2Cl)C1=O (stereo not given) | 1% | 17% | nt | 3% | 2.4%
COc1ccc(/C=N/Nc2nc(N3CCCC3)nc(N3CCCC3)n2)cc1O | -1% | 7% | -9% | -2% | 5.5%
CCOc1ccc(-c2cnc(NCc3cccc4ccccc34)n2CCOC)cc1 | 6% | ? | 4% | 5.6µM* | 4.0%
COc1cc(C(=O)NCC2(c3ccccc3)CCCC2)ccc1OC(C)C | -2% | 24% | 0% | 4% | i
CC1CCCCC12NC(=O)N(CC(=O)OCC(=O)c1ccc(OC(F)F)cc1OC(F)F)C2=O (stereo not given) | 21% | 7% | -7% | -24% | 0.2%
CCOC(=O)C1CCN(S(=O)(=O)c2ccc(C(C)(C)C)cc2)CC1 | 3% | -4% | -4% | 0% | i | VEEV TC-83 Vero 10K pilot screen=0.1
Cc1csc(NC(C)c2nc3cc(C(F)(F)F)ccc3n2CCOCCO)n1 (stereo not given) | 7% | 1% | -2% | 3% | 0.7%
Cc1ccc(C23CC4CC(CC(CC(=O)N5CCOCC5)(C4)C2)C3)cc1 | 3% | 12% | -2% | 5% | i
Cc1ccc2c(c1)C1CN(C)CCC1N2S(=O)(=O)c1cccc(C(F)(F)F)c1 (stereo not given) | -11% | 39% | nt | -4% | 1.5%
Cc1cccc(-c2ocnc2C(=O)N2CCN(C(=O)c3cccs3)CC2)c1 | 6% | -2% | -18% | 1% | 4.0%
CC1(C)OC2C(O1)[C@@H](CO)O[C@H]2n1cnc2c(N)ncnc21 (stereo not given in full) | 11% | -3% | 16% | -2% | 0.4%
O=C(CN1CCN(C(=O)c2ccco2)CC1)Nc1cc(C(F)(F)F)ccc1Cl | 2% | 54% | 10% | 11% | 4.8%
COc1ccccc1NC(=O)c1ccc(CSc2ncccn2)cc1 | nt | 73% | -4% | 57% | nt
CN(CC(=O)Nc1ccc(F)cc1)CC(=O)N1CCCCCC1 | -2% | 23% | nt | -7% | i
CCN(C(=O)COC(=O)c1c(-c2ccccc2)noc1C)c1c(N)n(Cc2ccccc2)c(=O)[nH]c1=O | -13% | 4% | -1% | -3% | 4.0%
CCOC(=O)C(C)Sc1nc(N2CCOCC2)c2c(c1C#N)CC(C)(C)OC2 (stereo not given) | nt | -16% | 0% | -5% | 7.6%
COc1ccc(Cl)cc1-n1c(=S)sc2c(=O)[nH]c(SCC(=O)NCCC(C)C)nc21 | -3% | nt | nt | nt | 2.2%
Oc1ccc(-c2nnc(-c3ccccc3)c(-c3ccccc3)n2)cc1 | nt | -9% | -14% | 12% | nt
COc1ccc(CCNC(=O)c2cc(-c3cc(C)c(C)cc3O)n[nH]2)cc1OC | 3% | 2% | -3% | -5% | 3.2%
OCCN=C1CCCc2c1[nH]c1ccc(Br)cc21 | 5% | 10% | -2% | -4% | 7.8%
Cc1ccc(-c2nc(NCCCO)c3ccccc3n2)cc1 | -3% | 33% | -2% | 29% | 1.7%
CS(=O)(=O)c1nc(-c2cccs2)cc(C(F)(F)F)n1 | nt | ? | 2% | ? | nt

Brought forward from above: six entries, followed by the next part.
SMILES | influenza NS1A | M. tuberculosis | PhoP GFP inhibition | M. tuberculosis HTS | VEEV TC-83 Vero | others
COc1ccc(Cl)cc1-n1c(=S)sc2c(=O)[nH]c(SCC(=O)NCCC(C)C)nc21 | -3% | nt | nt | nt | 2.2%
Oc1ccc(-c2nnc(-c3ccccc3)c(-c3ccccc3)n2)cc1 | nt | -9% | -14% | 12% | nt
COc1ccc(CCNC(=O)c2cc(-c3cc(C)c(C)cc3O)n[nH]2)cc1OC | 3% | 2% | -3% | -5% | 3.2%
OCCN=C1CCCc2c1[nH]c1ccc(Br)cc21 | 5% | 10% | -2% | -4% | 7.8%
Cc1ccc(-c2nc(NCCCO)c3ccccc3n2)cc1 | -3% | 33% | -2% | 29% | 1.7%
CS(=O)(=O)c1nc(-c2cccs2)cc(C(F)(F)F)n1 | nt | ? | 2% | ? | nt
CC(C)(C)C(=O)N1CCN(S(=O)(=O)c2ccc3c(c2)OCCCO3)CC1 | -11% | -11% | 4% | -2% | 2.4%
CCCCCCOC(=O)Nc1ccc(S(=O)(=O)Nc2cccc([N+](=O)[O-])c2)cc1 | -6% | 22% | 10% | -8% | 0.9%
Oc1[nH]c2ccccc2c1N=Nc1ccccc1Cl | -18% | nt | nt | nt | 0.5%
O=C(c1ccccc1)N1N=C(C(F)(F)F)CC1(O)c1ccccc1O (stereo not given) | 9% | ? | -1% | 14% | 1.0%
Cc1ccccc1NC(=O)C1CCCN1S(=O)(=O)c1cccc2cccnc12 (stereo not given) | 10% | 2% | -8% | -14% | 0.7%
Cc1cccc(NC(=S)NC2CCCCC2)n1 | 8% | 4% | -9% | 7% | i
CCOCCCn1c(SCC(=O)Nc2ccccc2OC)nc2ccccc2c1=O | -1% | 31% | -1% | 5% | 7.7%
CN1CCC(=NOc2ccc([N+](=O)[O-])cc2)CC1 | 0% | -19% | 10% | -2% | 0.8%
CCCn1nc(C(=O)Nc2ccc3nc(C)sc3c2)c2ccccc2c1=O | 6% | 29% | 0% | 3% | 9.4%
O=C1NC(c2cccnc2)Nc2sc3c(c21)CCCC3 (stereo not given) | 10% | -5% | 4% | -6% | 4.2% | VEEV TC-83 Vero 10K pilot screen=2.0
C[C@@H]1CN([C@H](C)CO)C(=O)c2cc(NC(=O)C3CCCCC3)ccc2O[C@@H]1CN(C)Cc1ccncc1 | 14% | 1% | nt | 0% | 0.3%
CCOc1ccc(OCCC(=O)NNC(=O)c2cc(OC)c(OC)c(OC)c2)cc1 | -7% | 3% | 4% | 14% | 7.7%
CCCNC(=O)c1oc2ccc3c(c2c1C)C(=O)CC(C)(C)O3 | 5% | 31% | -5% | 4% | 5.6%
CCOC(=O)Cn1c(S(=O)(=O)Cc2cccc(F)c2)nc(-c2ccccc2)c1-c1ccccc1 | 2% | 16% | 1% | -9% | 3.2%
Cc1c(CNCC(C)c2ccccc2)c(C(=O)O)c(C)n1Cc1ccccc1 (stereo not given) | -3% | 13% | 9% | -3% | 0.6%
Cc1cc(C(=O)NC2CCCc3c2cnn3-c2ccc(C(C)(C)C)cc2)n[nH]1 (stereo not given) | 0% | 2% | -5% | 23% | 7.6%
CCOC(=O)C(=CNc1ccc2c(c1)CCN2C(C)=O)C(=O)OCC | -2% | 10% | 8% | 52% | 7.8%
O=C(O)C1CCN(C(=O)OCc2ccccc2)CC1 | 2% | -7% | 2% | -2% | 0.8%
CCc1nc(C)cn1S(=O)(=O)c1ccc(Cl)c(Cl)c1Cl | -59% | -3% | -15% | -8% | 1.5%
CN(C)/N=C/C=C1\CC/C(=C\c2ccc(F)c(F)c2)C1=O | 17% | 20% | -1% | 0% | 3.6%
Cc1ccc(-c2ccc(/C=N/N3C(=O)C4C5C=CC(CC5)C4C3=O)o2)c([N+](=O)[O-])c1 (stereo not given) | 16% | 20% | -6% | 23% | i
O=C(O)c1ccccc1SC1CC(=O)N(c2ccc3c(c2)OCO3)C1=O (stereo not given) | 2% | 15% | -12% | -6% | i
Cc1ccc(S(=O)(=O)N2C=CC(C(F)(F)F)=NCC2)cc1 | -12% | -7% | -3% | -4% | 1.0%
COc1ccc(C(=O)Nc2ccc3nc(N4CCCCC4)cc(C)c3c2)c(OC)c1 | nt | 3% | -10% | 6% | nt
O=C(O)c1cc(O)ccc1O | -1% | nt | nt | nt | 0.8%
O=C(CN1CCC(NC(=O)c2ccc(Br)cc2)CC1)NCc1cccs1 | -5% | 8% | -7% | -6% | 0.2%
Cn1cccc1C(=O)NC(=O)COC(=O)CNS(=O)(=O)c1ccc(Br)cc1 | 9% | -10% | -14% | 1% | 1.6%
Cc1ccc(NC(=O)CN(C)C(=O)c2cc(C)on2)cc1 | -10% | -4% | nt | -3% | 3.0%
COC(=O)C1=C(Nc2ccc(C)cc2)C=C(C)C(C(=O)OC)C1c1ccc(F)cc1 (stereo not given) | -4% | 16% | 8% | -5% | i
COc1ccc(C(=O)NC(=S)Nc2ccc(S(=O)(=O)Nc3cc(C)on3)cc2)cc1OC | -6% | 74% | 10% | 4% | 1.7%
CN(C)[C@@H]1C(=O)C(C(N)=O)=C(O)[C@@]2(O)C(=O)C3=C(O)c4c(O)cccc4[C@@](C)(O)[C@H]3C[C@@H]12 | nt | 3% | -3% | 23% | nt
O=c1c2ccccc2c(/C=N/c2n[nH]c(CCCO)n2)c(O)n1-c1ccccc1Cl | 6% | 4% | -6% | 3% | 9.9%
COc1ccc(CNS(=O)(=O)c2cc(-c3cc(C)no3)ccc2C)cc1OC | 1% | 4% | -3% | 5% | 2.3%
CSc1ncccc1C(=O)N1CCCC(C(=O)c2ccc3ccccc3c2)C1 (stereo not given) | 6% | 11% | 0% | 2% | 4.2%
CC(=O)C1=C(c2ccccc2)NC(=O)NC1c1cccs1 (stereo not given) | 5% | 14% | -6% | -2% | 2.0%
CCn1c(SCC(=O)NC2CCS(=O)(=O)C2)nnc1-c1ccccc1 (stereo not given) | -2% | -16% | 3% | 0% | i
CCOc1cc(S(=O)(=O)NC2CCCCC2)ccc1F | 4% | nt | 1% | -5% | 0.4% | VEEV TC-83 Vero 10K pilot screen=0.0
CCC(C)c1ccccc1NC(=O)C(C)Sc1n[nH]c(N)n1 (stereo not given) | 4% | 4% | nt | 2% | i
COC(=O)c1ccc(/C=C/C(=O)c2cccc(OC)c2)cc1 | 0% | ? | -5% | ? | 11%
CN(C(=O)c1ccc2c(c1)SC1=NS(=O)(=O)CCN12)C(c1ccccc1)c1ccccc1 | -1% | 44% | 0% | 8% | 7.2%
Nc1ccc2c(c1)OCCOCCOCCOCCOCCO2 | -7% | 8% | 5% | -1% | 0.7%
CCN(c1ccccc1)S(=O)(=O)c1cc2c3c(c1)CCN3C(=O)CC2 | -6% | -2% | -13% | -3% | 1.1%
CCNS(=O)(=O)c1ccc(CCC(=O)NC2CCCC2)cc1 | 2% | 1% | -14% | 3% | 0.9%
Cc1sc2ncnc(SCC(=O)Nc3ncccc3O)c2c1C | -7% | 26% | nt | -11% | 1.2%
On1c(-c2ccc(Cl)cc2)nc2ccccc21 | nt | 57% | 2% | 67% | i
C/C(=N\NC(=S)Nc1ccc(C(C)C)cc1)c1ccc2c(c1)OCO2 | 1% | 62% | 6% | 5% | 2.6%
CC1(C)OC2C(CO)OC(n3cnc4c(=S)nc[nH]c43)C2O1 (stereo not given) | 13% | 12% | 4% | -7% | 0.6%
O=C(O)C1CCN(C(=O)CSc2nnc(-c3ccccc3)o2)CC1 | -6% | 8% | nt | -10% | 1.0%
C=Cc1ccc(Cn2nc(-c3ccccc3)ccc2=O)cc1 | -10% | 24% | -2% | -2% | i
Cc1nc2ccc(NC(=O)[C@@H](NC(=O)c3c(F)cccc3F)C(C)C)cc2s1 | 5% | 70% | nt | ? | 7.8%
CC(=O)Nc1ccc(S(=O)(=O)N2CCN(CC(=O)N3CCOCC3)CC2)cc1 | nt | -8% | -1% | -3% | 1.1%
COc1cccc(C2/C(=C(/O)c3ccc4c(c3)CC(C)O4)C(=O)C(=O)N2c2nnc(C)s2)c1 (stereo not given) | -1% | 6% | 4% | 2% | 0.1%
Nc1cc(-c2nn[nH]n2)ccc1F | -23% | -4% | 4% | -6% | i

Screens as filed in PubChem BioAssay.
